# hgDAF-12 ag: hgDAF-12 agonism, primary luciferase screen. HEK293 GAL4-hgDAF12 UAS-luciferase reporter, agonist luminescence; normalized to butyrate control. activation, % at 6.8 µM. hit rate 1.8% among 370,000;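 active = activation above a cutoff set at the mean of all screened compounds plus 3 SD, cut at about 10% in these data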;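 also: 0% = DMSO wells and 100% = sodium butyrate wells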
# DAX1 inh-1: inhibitors of human orphan nuclear receptor DAX1 (NR0B1); hit rate 0.99% among 340,000; inhibition, % at 6.75 µM; HEK293 Gal4-DAX1 luciferase reporter, luminescence; P51843; AID 504766;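 active = inhibition above the mean over all tested compounds plus 3 SD, cut at about 4.2% in these data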;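 also: 0% = DAX1-transfected cells with DMSO and 100% = empty-vector control cells with DMSO; inhibition shows as a rise in luminescence from relieved DAX1 repression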
# GAA850 FXN act: activators of GAA850 frataxin (FXN) promoter. HEK293 lucGAA850 FXN promoter luciferase reporter, 24 h; percent of 10 µM SAHA response. activation, % at 6 µM. hit rate 0.56% among 360,000;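 active = activation above the average of all compounds screened plus 3 SD, cutoff fixed separately per campaign, cut at about 7.5% in these data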;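 also: 0% = DMSO wells and 100% = 10 µM SAHA wells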
# PLC-beta3 inh: blocks human PLC-beta3 enzyme activity. Purified PLC-beta3, fluorogenic substrate, fluorescence. hit rate 0.18% among 370,000. inhibition, % at 12.2 µM. Q01970; in the data active = inhibition above about 11%;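 also: 0% = median of compound wells on plate and 100% = full blocker control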
# PLC-gamma1 inh: PLC-gamma1 (human) inhibition, primary screen | P19174 | purified PLC-gamma1, fluorogenic substrate, fluorescence | inhibition, % at 12.2 µM | hit rate 0.84% among 370,000; in the data active = inhibition above about 9.5%
# HGIII-sPLA2 inh: Inhibits HGIII-sPLA2 liposome hydrolysis, primary screen. Q9NZ20. QFRET BODIPY PC-A2 liposome hydrolysis, fluorescence. inhibition, % at 12.2 µM. hit rate 0.56% among 370,000. AID 743126;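 active = inhibition above mean plus 3 SD of compounds lying within the high and low control bounds, cut at about 19% in these data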;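 also: 0% = median of test compound wells and 100% = no enzyme DMSO wells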
# hcDAF12 agonist: activators of H. contortus DAF-12 nuclear receptor; hit rate 1.4% among 370,000; HEK293 hcDAF-12 lit1-tk-luc reporter, luminescence; 0% DMSO, 100% Δ7-dafachronic acid; activation, % at 6.8 µM;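 active = activation above the mean of all tested compounds plus 3 SD, cut at about 5.5% in these data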;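 also: 100% = response to 3 µM Δ7-dafachronic acid high control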
# ADAM17 inh: inhibitors of human ADAM17. hit rate 0.83% among 370,000. AID 720648. recombinant ADAM17, EDANS/DABCYL FRET peptide cleavage. inhibition, % at 6.95 µM;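 active = inhibition above the mean of compounds lying between control limits plus 3 SD, set per campaign, cut at about 8.5% in these data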;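 also: 0% = DMSO-only wells as the low control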
# Target sequence (P78536 215-824 limits assumed): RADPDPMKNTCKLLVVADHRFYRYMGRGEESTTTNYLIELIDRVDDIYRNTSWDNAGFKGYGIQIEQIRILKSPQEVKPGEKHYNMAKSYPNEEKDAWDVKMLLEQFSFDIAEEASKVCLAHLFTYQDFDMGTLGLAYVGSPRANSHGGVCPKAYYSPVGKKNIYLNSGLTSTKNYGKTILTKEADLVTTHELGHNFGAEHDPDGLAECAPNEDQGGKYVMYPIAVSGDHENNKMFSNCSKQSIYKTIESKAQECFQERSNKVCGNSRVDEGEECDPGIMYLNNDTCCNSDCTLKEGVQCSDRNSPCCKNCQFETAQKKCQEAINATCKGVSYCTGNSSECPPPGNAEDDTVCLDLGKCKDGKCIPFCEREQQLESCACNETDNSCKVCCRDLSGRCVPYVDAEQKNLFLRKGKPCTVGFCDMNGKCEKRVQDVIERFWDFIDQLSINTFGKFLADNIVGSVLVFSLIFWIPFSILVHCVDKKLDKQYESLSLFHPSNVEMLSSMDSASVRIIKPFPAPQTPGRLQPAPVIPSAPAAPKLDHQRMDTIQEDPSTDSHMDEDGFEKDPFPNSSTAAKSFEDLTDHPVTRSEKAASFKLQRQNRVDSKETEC
# ssDAF-12 act: activates DAF-12 receptor from parasite S. stercoralis; HEK293 ssDAF-12/GRIP1 lit1-tk-luc reporter, luminescence; % of 3 µM dafachronic acid response; activation, % at 6.8 µM; hit rate 1% among 370,000;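 active = activation above the mean over all tested compounds plus 3 SD, cut at about 0.9% in these data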;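 also: 0% = DMSO-only wells and 100% = 3 µM delta7-dafachronic acid wells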
# DAX1 inh-2: inhibitors of DAX1 repression of SF-1 activated StAR promoter | hit rate 1.1% among 370,000 | AID 652010 | inhibition, % at 6.8 µM | HEK293T StAR-luciferase reporter, SF-1/DAX-1 repression relief;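 active = inhibition above the mean over all tested compounds plus 3 SD, cut at about 3.6% in these data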;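 also: 0% = DAX-1 cells with DMSO and 100% = cells lacking DAX-1 with DMSO; higher inhibition means more luminescence from relief of DAX-1 repression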
# ADAM10 inh: ADAM10 inhibition, QFRET primary screen; recombinant ADAM10, EDANS/DABCYL FRET peptide cleavage, 3 h; inhibition, % at 7 µM; hit rate 0.62% among 370,000; AID 720582;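 active = inhibition above a per-campaign cutoff equal to the mean of compounds falling between control-based bounds plus 3 SD, cut at about 20% in these data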;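 also: 0% = DMSO wells while the 100% control is not disclosed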
# Target sequence (O14672 214-748 limits assumed): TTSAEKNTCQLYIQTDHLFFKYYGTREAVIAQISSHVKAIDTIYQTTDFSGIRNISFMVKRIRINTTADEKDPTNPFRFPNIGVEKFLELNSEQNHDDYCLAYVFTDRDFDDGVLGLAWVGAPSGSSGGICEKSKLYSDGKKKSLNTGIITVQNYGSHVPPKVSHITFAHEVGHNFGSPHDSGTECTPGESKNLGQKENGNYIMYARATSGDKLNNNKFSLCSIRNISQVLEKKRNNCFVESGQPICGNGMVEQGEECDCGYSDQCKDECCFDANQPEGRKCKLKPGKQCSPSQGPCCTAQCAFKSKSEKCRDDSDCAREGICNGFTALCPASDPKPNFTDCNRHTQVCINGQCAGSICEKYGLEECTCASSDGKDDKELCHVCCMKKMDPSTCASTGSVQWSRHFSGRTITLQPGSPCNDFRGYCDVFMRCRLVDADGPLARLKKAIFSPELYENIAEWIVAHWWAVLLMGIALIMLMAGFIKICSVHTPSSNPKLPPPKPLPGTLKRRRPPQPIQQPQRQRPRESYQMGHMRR
# Starred values were filed as active, the others as inactive; i = inactive; x = no result given. No enrichment for hits; about 6.9% have a hit in one of these screens.
no.	structure	hgDAF-12 ag	DAX1 inh-1	GAA850 FXN act	PLC-beta3 inh	PLC-gamma1 inh	HGIII-sPLA2 inh
1	CCc1nnc(NC(=O)c2ccc3c(c2)C(=O)N(CC(C)C)C3=O)s1	-0.4	x	x	5	1	-2
2	Cc1ccc(OCC(=O)NC(=S)Nc2cccc(NC(=O)c3ccccc3)c2)cc1	-0.7	0.7	1.3	2	2	1
3	Clc1ccsc1-c1csc(-c2cccnc2)n1	7.5	1.1	1.5	-7	-6	-5
4	CCN(CC)CCOc1nnc(-c2ccc(OC)cc2)c2ccccc12	0.5	-0.1	1.6	-2	0	1
5	CCN(CC)C(=O)c1cc(-c2ccc3c(c2)OCO3)on1	7.8	2.1	4.9	-7	6	1
6	Oc1ccc(N=Cc2sc3ccccc3c2Cl)cc1	2.1	-1.9	-1.1	-113	-83	-17
7	CC(C)CN1CCC(=O)N(CCOc2ccccc2)CC1	2.9	4.3*	3.5	0	0	-3
8	COC(=O)c1cc2c(c3c4cc(OC)ccc4n(S(=O)(=O)c4ccc(C)cc4)c13)C(=O)N(Cc1ccccc1)C2	-0.6	x	x	-53	-38	9
9	CC1CC(C)CN(c2oc(-c3ccco3)nc2C#N)C1 (stereo unspecified)	0.4	1.1	2.4	-59	-48	1
10	CCN(C(=O)COC(=O)CNC(=O)c1sc2ccccc2c1Cl)C1CCCCC1	-0.2	-0.6	-0.9	-2	1	-10

no.	hcDAF12 agonist	ADAM17 inh	ssDAF-12 act	DAX1 inh-2	ADAM10 inh
1	-1.0	0	-0.8	-0.6	2
2	1.1	-1	-0.7	0.4	3
3	4.5	-7	0.7	-0.3	-19
4	-0.8	-4	-0.5	0.5	1
5	3.3	3	-0.1	2.6	18
6	-0.3	-16	-0.2	1.0	-44
7	1.9	-2	-0.2	1.1	3
8	3.5	-3	-0.8	-0.4	-8
9	-3.7	-186	-1.6	-0.7	i
10	-0.8	0	-0.7	-1.3	7

no.	structure	hgDAF-12 ag	DAX1 inh-1	GAA850 FXN act	PLC-beta3 inh	PLC-gamma1 inh	HGIII-sPLA2 inh
11	COc1ccc(NC(=O)c2ccc3ccccc3n2)cc1S(=O)(=O)Nc1ccccc1Cl	-1.5	-0.6	-3.5	-2	0	-21
12	CCCc1cc(=O)[nH]c(SCC(=O)c2cc(C)n(CCC)c2C)n1	-1.7	-1.7	0.2	2	0	-14
13	CCCCn1c(=N)n(CCOc2ccc(C)cc2)c2ccccc21	-1.0	-0.7	-2.9	1	0	15
14	CCc1ccccc1Oc1nc(NCCOC)nc2cc(-c3ccccc3)sc12	6.0	x	0.8	-1	2	-1
15	CCCOc1ccc(/C(O)=C2/C(=O)C(=O)N(CCCOC)C2c2ccncc2)cc1 (stereo unspecified)	1.8	-0.2	-0.7	1	2	-2
16	O=C(CCN1CCCCC1)Nc1cccc(Cl)c1	-0.6	0.4	-0.4	3	2	2
17	Cc1nn(Cc2ccccc2)c(Cl)c1/C=C/C(=O)OC(C(=O)NC(N)=O)C(C)C (stereo unspecified)	-1.7	0.5	2.2	-6	1	-6
18	Cc1ccc(-c2cnc(C(O)c3ccc(Cl)c(Cl)c3)[nH]2)cc1 (stereo unspecified)	-1.4	x	0.1	-6	0	-9
19	C=CCNC1=C(Cl)C(=O)N(c2cccc(Cl)c2Cl)C1=O	4.2	0.3	-0.9	-65	-60	-3
20	Cc1ccc(C(=O)Nc2ccc(S(=O)(=O)NCc3ccco3)cc2)cc1	2.5	0.2	5.7	-1	1	1

no.	hcDAF12 agonist	ADAM17 inh	ssDAF-12 act	DAX1 inh-2	ADAM10 inh
11	-1.9	3	-2.0	-0.3	4
12	0.1	-2	-0.5	0.0	7
13	-3.7	-4	-2.1	-0.7	3
14	-0.2	-1	-1.1	-0.3	-10
15	-0.9	-1	-0.9	0.3	1
16	-1.3	-1	-1.2	-0.6	-2
17	-0.3	3	-0.7	0.9	7
18	0.3	5	-1.4	0.9	12
19	-0.4	-1	-0.7	-1.2	-4
20	-1.6	-5	-1.4	-0.4	-1

no.	structure	hgDAF-12 ag	DAX1 inh-1	GAA850 FXN act	PLC-beta3 inh	PLC-gamma1 inh	HGIII-sPLA2 inh
21	COCCCNC(=O)CN(Cc1ccccc1)S(=O)(=O)c1ccccc1	-1.3	1.4	-2.0	0	-3	-5
22	CCCCCCC[C@@H](C/C=C/CCC(=O)O)OC	-5.0	2.5	-0.6	-4	-3	2
23	Cc1cc(C)nc(N2C(=O)CC(Cc3ccccc3)C2=O)n1 (stereo unspecified)	0.7	-0.7	-1.6	2	1	5
24	CC(=O)Nc1cccc(NC(=O)CSc2nc3ccccc3o2)c1	1.4	-0.4	1.7	0	3	2
25	COC(=O)c1cc(C#N)c(Oc2ccc(OC)cc2)nc1C	-1.7	1.1	-1.0	4	0	3
26	Cc1[nH]nc2c1C(c1cnn(C)c1)C(C#N)=C(N)O2 (stereo unspecified)	-0.5	0.5	1.6	-3	2	4
27	O=Cc1cn(CCC(=O)O)nc1-c1cccc2ccccc12	1.4	-0.7	3.4	-1	-1	-2
28	O=[N+]([O-])c1cccc(-n2nnnc2CN2CCCCCC2)c1	-2.1	-1.4	1.0	2	0	2
29	CCc1ccc(-c2csc(NC(=O)C3=COCCO3)n2)cc1	4.7	0.7	1.9	-7	2	-21
30	CN(C)C(CNC(=O)CNC(=O)c1ccc2ccccc2c1)c1ccccc1 (stereo unspecified)	-2.8	-0.5	1.1	-4	3	2

no.	hcDAF12 agonist	ADAM17 inh	ssDAF-12 act	DAX1 inh-2	ADAM10 inh
21	-0.5	-1	-1.1	-0.3	-1
22	-1.0	-5	-0.8	-0.6	-1
23	-0.6	-1	-0.8	0.1	-1
24	-2.4	-4	-1.3	0.5	-6
25	-1.1	1	-1.1	0.9	3
26	-0.7	0	-0.4	0.7	-4
27	0.5	1	0.5	-0.1	4
28	-2.5	0	-0.7	-1.0	-4
29	1.7	4	-0.4	4.2*	2
30	-2.6	-5	-1.3	-0.3	1

# Results in HGIII-sPLA2 inh (three entries from above):
no.	compound	HGIII-sPLA2 inh
10	CCN(C(=O)COC(=O)CNC(=O)c1sc2ccccc2c1Cl)C1CCCCC1	-10
11	COc1ccc(NC(=O)c2ccc3ccccc3n2)cc1S(=O)(=O)Nc1ccccc1Cl	-21
12	CCCc1cc(=O)[nH]c(SCC(=O)c2cc(C)n(CCC)c2C)n1	-14

# (continued)
no.	structure	hgDAF-12 ag	DAX1 inh-1	GAA850 FXN act	PLC-beta3 inh	PLC-gamma1 inh	HGIII-sPLA2 inh
31	CC(=O)NS(=O)(=O)c1ccc(N=c2ssc3c2-c2cc(C)c(C)cc2NC3(C)C)cc1	3.1	-0.1	0.4	3	4	-30
32	Cc1csc(NC(=O)c2cn3ccccc3n2)n1	7.7	-5.1	-4.6	-9	-3	1
33	COc1c(C(=O)Nc2c(C)n(C)n(-c3ccccc3)c2=O)ccc2ccccc12	1.2	-0.6	-0.1	-2	-2	2
34	Cc1ccc(-c2nc3ccccc3c(=O)n2N)cc1	2.5	0.1	0.0	3	4	4
35	C/C(=N\NC(=O)CSCc1ccc([N+](=O)[O-])cc1)c1ccccc1O	0.4	0.6	-6.0	-2	-4	21*
36	C=CCOc1ccc(CNc2ccc3[nH]c(=O)[nH]c3c2)cc1	-4.5	-2.2	0.2	-18	-6	11
37	O=C(COC(=O)Cc1c[nH]c2ccccc12)NC1CCS(=O)(=O)C1 (stereo unspecified)	0.0	-0.1	-0.8	-9	-2	2
38	O=C1CCCCC1(c1ccccc1)c1ccccc1	1.2	-0.7	0.8	4	2	-4
39	O=[N+]([O-])c1cn(-c2nc(-c3ccco3)cc(C(F)(F)F)n2)cn1	1.0	0.3	-2.1	-1	3	-2
40	COc1ccc(/C=C2/CN(Cc3ccc(OC)cc3OC)C3=N[C@H](c4ccccc4)CC(=O)N32)cc1	0.5	x	x	-31	-22	-10

no.	hcDAF12 agonist	ADAM17 inh	ssDAF-12 act	DAX1 inh-2	ADAM10 inh
31	-2.3	3	-1.3	-0.1	4
32	2.2	-1	-0.9	0.9	-4
33	-2.5	-5	-0.5	-0.9	3
34	3.8	0	0.5	1.0	-4
35	-0.8	-4	-0.7	0.1	-8
36	-0.7	-10	-1.7	-0.8	-19
37	1.3	-3	-0.3	0.5	-8
38	-0.2	1	-1.0	-0.5	-4
39	-0.5	-5	-0.7	0.2	-8
40	-2.6	2	-1.2	-0.8	-4

no.	structure	hgDAF-12 ag	DAX1 inh-1	GAA850 FXN act	PLC-beta3 inh	PLC-gamma1 inh	HGIII-sPLA2 inh
41	CCN(CC(=O)Nc1ccc(NC(C)=O)cc1)C(=O)c1cccc(S(=O)(=O)N2CCCC2)c1	-0.2	-0.6	0.0	3	3	7
42	CC(C)c1ccc(CC(NC(=O)c2ccccc2)C(=O)NCC(=O)O)cc1 (stereo unspecified)	-2.0	-0.1	2.2	0	3	2
43	CC(C(=O)N1CCN(C(=O)c2ccco2)CC1)n1sc2ccccc2c1=O (stereo unspecified)	1.4	0.5	-0.3	-5	0	1
44	O=C(COC(=O)c1ccc(Cl)nc1)NC(=O)c1ccc(OC(F)F)cc1	-1.0	0.5	-1.6	4	0	6
45	N#Cc1c(NC(=O)c2cnccn2)sc2c1CCCC2	14*	2.5	-1.0	-2	-3	2
46	Cc1cc(C)c2nc(SCC(=O)N3CCCCC3)c(C#N)cc2c1	0.1	-0.7	-1.4	1	0	1
47	O=C(NCCN1CCOCC1)c1ccc2c(c1)N(Cc1ccccc1F)C(=O)CS2	1.0	-1.1	-0.6	-3	-1	4
48	Fc1ccc(C2CCCN2Cc2nc(Cc3ccccc3)no2)cc1 (stereo unspecified)	0.8	-0.1	0.6	-3	2	-3
49	Cc1cccc(-n2cc(-c3ccccc3)[nH]c2=S)c1	8.0	-0.4	1.1	-5	-1	20*
50	Cc1ccc(Cn2c(=N)n(CC(=O)c3ccc([N+](=O)[O-])cc3)c3ccccc32)cc1	-1.4	-0.5	-1.4	2	1	-8
51	O=C(NCCN1CCOC1=O)C1CCC(=O)N(CCc2ccc(Cl)cc2)C1 (stereo unspecified)	-0.4	0.3	0.6	-5	1	9
52	Cc1ccc(OCCC(=O)OCC(=O)Nc2ccc3[nH]c(=O)[nH]c3c2)cc1	0.1	-0.2	0.0	-3	3	1
53	COc1ccc(-c2cccc(NS(=O)(=O)c3cccc([N+](=O)[O-])c3)c2)nn1	-2.2	0.9	-0.2	-2	-2	-17

no.	hcDAF12 agonist	ADAM17 inh	ssDAF-12 act	DAX1 inh-2	ADAM10 inh
41	0.2	-2	-0.8	1.7	-11
42	-0.9	-1	-1.1	-0.1	-2
43	0.9	-2	-1.4	0.1	-4
44	0.2	-2	-0.1	-0.9	-7
45	4.3	1	-0.8	-1.0	0
46	3.5	-2	-0.9	0.2	-8
47	-0.5	-4	-1.1	-1.3	-15
48	-1.4	3	-0.6	-0.5	6
49	1.5	0	-0.5	0.6	4
50	-1.2	-1	-1.8	-0.7	3
51	0.5	-4	-0.6	1.4	1
52	2.2	-3	-1.2	-2.4	-6
53	-1.0	-1	-1.1	-1.1	0

# Assay outcomes deposited in PubChem BioAssay by The Scripps Research Institute Molecular Screening Center.
